Bioassay records as filed in PubChem.
IDE act: boosts human insulin-degrading enzyme activity in HEK cells; P14735; FAbeta-B cleavage, fluorescence polarization; 0% vehicle, 100% cell-free pure enzyme wells; activation, % at 5.96 µM; hit rate 0.073% among 340,000; AID 493087;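 active = activation above the mean of all tested compounds plus 3 SD, set per screening campaign, cut at about 17% in these data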
Target sequence (P14735 whole entry, looked up): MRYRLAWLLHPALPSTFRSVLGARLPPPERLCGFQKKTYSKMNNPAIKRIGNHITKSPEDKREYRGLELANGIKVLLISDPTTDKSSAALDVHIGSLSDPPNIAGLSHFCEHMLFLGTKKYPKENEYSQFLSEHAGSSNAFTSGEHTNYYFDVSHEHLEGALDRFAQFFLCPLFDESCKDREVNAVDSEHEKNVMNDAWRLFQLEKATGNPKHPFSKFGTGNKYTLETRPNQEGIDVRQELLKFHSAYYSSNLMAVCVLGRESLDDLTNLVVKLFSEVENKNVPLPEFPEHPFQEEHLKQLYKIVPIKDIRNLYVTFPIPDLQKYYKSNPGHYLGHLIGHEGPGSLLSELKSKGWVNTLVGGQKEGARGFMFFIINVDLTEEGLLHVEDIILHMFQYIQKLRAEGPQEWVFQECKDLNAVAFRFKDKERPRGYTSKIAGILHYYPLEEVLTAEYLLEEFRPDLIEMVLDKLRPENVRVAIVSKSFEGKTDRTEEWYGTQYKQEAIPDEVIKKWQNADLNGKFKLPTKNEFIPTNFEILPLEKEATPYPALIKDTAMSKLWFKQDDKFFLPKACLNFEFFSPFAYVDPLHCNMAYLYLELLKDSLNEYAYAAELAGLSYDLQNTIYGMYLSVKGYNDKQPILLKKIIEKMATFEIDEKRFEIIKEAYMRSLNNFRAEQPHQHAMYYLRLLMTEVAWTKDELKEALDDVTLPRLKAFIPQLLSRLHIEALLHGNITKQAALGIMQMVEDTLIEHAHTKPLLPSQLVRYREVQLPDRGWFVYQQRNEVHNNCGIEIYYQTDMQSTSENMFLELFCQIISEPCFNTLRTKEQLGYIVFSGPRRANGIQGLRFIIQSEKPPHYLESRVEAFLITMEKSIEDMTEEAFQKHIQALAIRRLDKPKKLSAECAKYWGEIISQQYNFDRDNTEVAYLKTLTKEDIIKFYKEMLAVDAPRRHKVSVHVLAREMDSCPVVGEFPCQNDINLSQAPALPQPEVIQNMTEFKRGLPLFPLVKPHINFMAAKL
VIM-2 inhibitor: blocks Pseudomonas aeruginosa VIM-2 metallo-beta-lactamase | purified VIM-2, nitrocefin hydrolysis, epi-absorbance fluorescence | AID 1527 | hit rate 0.89% among 290,000 | inhibition, % at 5.6 µM;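 active = inhibition above the mean of all tested compounds plus 3 SD, cutoff set per screening run, cut at about 7.5% in these data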;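 note: red hydrolysis product quenches plate fluorescence so inhibitors raise well fluorescence; 0% = enzyme with DMSO and 100% = DMSO without enzyme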
IMP-1 inh: inhibitors of Pseudomonas aeruginosa IMP-1 metallo-beta-lactamase; purified IMP-1, nitrocefin hydrolysis, epi-absorbance fluorescence; hit rate 0.45% among 290,000; inhibition, % at 5.6 µM;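 active = inhibition above the mean plus 3 SD of all compounds in the same screening run, cut at about 4.5% in these data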;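 note: 0% = IMP-1 with DMSO and 100% = DMSO wells lacking enzyme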
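Material – recombinant IMP-1 enzyme, purified · Amount – IMP-1 0.2 nM before substrate addition · Medium – HEPES buffer pH 7.1 with ZnSO4 and Brij 35 · Timing – 25 °C, 15 min preincubation, 25 min reaction · Measured by – plate fluorescence quenching by hydrolysis product, ex 480/em 530 nm · Read-out – percent enzyme inhibition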
NS3 helicase inh: HCV NS3 helicase inhibition. hit rate 0.56% among 290,000. NS3 helicase DNA unwinding, Cy5 molecular beacon fluorescence. inhibition, % at 10.9 µM;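 active = inhibition above the mean of all tested compounds plus 3 SD, set per campaign, cut at about 35% in these data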;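 note: 0% = DMSO wells and 100% = thioflavine S control wells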
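System: HCV NS3 helicase fragment; control set: DMSO and thioflavine S; technique: Cy5 fluorescence at 0 and 60 min, beacon hairpin quenching; reagent: beacon DNA duplex substrate plus ATP; replicates: singlicate; schedule: 1 h reaction at 25 °C, ATP-initiated; medium: MOPS buffer pH 6.5 with MgCl2, DTT, Tween20, BSA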
PfM18AAP inh: PfM18AAP enzyme inhibition; recombinant PfM18AAP, H-Glu-NHMec fluorogenic cleavage; inhibition, % at 7.35 µM; hit rate 1.2% among 290,000; AID 1822;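 active = inhibition above the campaign mean inhibition over all tested compounds plus 3 SD, cut at about 28% in these data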;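 note: 0% = plate median of test compound wells and 100% = 2 mM ZnCl2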
FID counter: fluorescent intercalator displacement, NS3 helicase counter-screen | DNA fluorescent intercalator displacement, fluorescence | inhibition, % at 7.9 µM | hit rate 0.17% among 290,000 | AID 1845; in the data active = inhibition above about 37%;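 note: 0% = vehicle and 100% = reference compound; higher means more ethidium bromide displaced from hairpin DNA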
p-CIP stab down: compounds decreasing mouse p/CIP protein stability; Q05BA5; F442A p/CIP-EGFP cells, EGFP fluorescence, 16 h; decrease of EGFP signal, % at 10 µM; hit rate 0.01% among 290,000;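 active = EGFP signal decrease of at least 30% at 10 µM or well 3 SD below plate mean, unless failing retest; inactive = the rest, including hits failing retest or dose response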; note: some compounds called inactive have numbers as strong as hits; many of its hits are not listed in these tables
IDE cell inh: inhibits human insulin-degrading enzyme in HEK cells; FAbetaB cleavage, fluorescence polarization; inhibition, % at 5.59 µM; hit rate 0.41% among 320,000;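 active = percent inhibition above the average of all tested compounds plus 3 SD, set per screening campaign, cut at about 16% in these data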;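 note: IDE supplied by intact live HEK cells; FP after avidin binding of uncleaved biotin substrate so inhibition keeps polarization high; 0% = DMSO wells and 100% = 60 µM reference IDE inhibitor Ii1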
UBC9 SUMO inh: blocks human SUMOylation mediated by UBC9. P63279. HTRF SUMOylation assay, SAE1/SAE2 + UBC9, in vitro. inhibition, % at 35 µM. hit rate 0.36% among 290,000. AID 2006; in the data active = inhibition above about 50%, passing the limit was not always enough; note: strong numbers were not always called active
* = called active by the depositor; . = no result given.

canonical_smiles,IDE act,VIM-2 inhibitor,IMP-1 inh,NS3 helicase inh,PfM18AAP inh,FID counter,p-CIP stab down,IDE cell inh,UBC9 SUMO inh
COc1ccc(-n2c(C)cc(C(=O)COC(=O)Cc3n[nH]c(=O)c4ccccc34)c2C)cc1,1,-1.0,1.6,-3,3,-17,3,7,13
NC(=O)CN1CCCC1c1ccc2c(c1)OCCO2 (stereo unspecified),3,0.4,-2.0,-8,-12,0,0,-3,-10
CC(=O)c1cccc(NC(=O)c2ccc(S(=O)(=O)N3CCCC3)cc2)c1,4,-2.3,-2.7,1,-5,-16,-11,-7,11
CC1Sc2ccc(S(=O)(=O)CCC(=O)Nc3cc(F)ccc3F)cc2NC1=O (stereo unspecified),4,-1.6,-2.0,11,1,-18,-3,1,-5
O=C(CSc1ncn[nH]1)Nc1ccnc2ccccc12,1,0.0,-0.2,-1,72*,5,-9,-3,-9
COC(=O)CSc1ccc2c(N)c(C(=O)OC)sc2c1,-11,-2.8,-2.2,9,4,5,5,14,5
COCCCn1c(=O)c2sccc2n(Cc2cccc(F)c2)c1=O,3,1.2,-0.9,-9,-4,-20,-7,-2,-5
CCC(C)NC(=O)COc1ccc(Br)c(C)c1 (stereo unspecified),6,-0.4,-0.8,11,-2,-5,9,-1,2
COc1ccc(CC(=O)Nc2cc(=O)n(C)c(=O)n2C)cc1,6,-0.8,0.0,56*,-8,-4,-8,0,10
CCOc1ccc(/C=C(\C(=O)O)c2ccc(S(=O)(=O)N3CCOCC3)s2)cc1OC,4,-0.1,-4.4,8,-7,-38,-31,2,26
C=CCn1c(SCC(=O)NCc2cccs2)nnc1C1CCCCC1,8,-4.7,-4.2,0,7,-15,-7,-3,14
CCOc1ccc(/C=C(/NC(=O)c2ccccc2Cl)C(=O)O)cc1,3,-4.6,4.1,3,-5,-5,-12,0,25
CC(C)CC(=O)NC(NC(=S)Nc1ccccc1)C(Cl)(Cl)Cl (stereo unspecified),6,-3.4,-3.3,2,-8,11,-3,0,0
CCN(C(=O)Cc1c(C(=O)O)n(CC)c2ccccc12)c1ccccc1C,2,0.6,-1.2,5,-1,-32,4,4,-13
COc1ccccc1/C=C/C(=O)Nc1cccc(C(C)=O)c1,-5,-0.1,-1.6,-11,-4,-14,5,3,-3
CC(=O)c1cc(C(=O)N2CCCC(C(=O)c3ccc(Cl)cc3)C2)cs1 (stereo unspecified),0,0.1,1.3,3,-6,-21,-3,1,9
O=[N+]([O-])c1cccc(C(=NCc2ccccc2)NO)c1,4,-1.0,-4.3,3,-3,4,-1,.,-7
O=c1[nH]ncc(N2CCCCCC2)c1Cl,-4,-1.0,-0.7,-4,-7,2,2,6,3
CC1(CCc2ccc3c(c2)OCO3)NCCc2c1[nH]c1ccccc21 (stereo unspecified),-2,-1.4,-0.7,-52,5,17,-5,-2,0
COc1cc(-c2nnc(SCC(=O)Nc3ccc4c(c3)OCCO4)o2)cc(OC)c1OC,1,-2.2,-3.9,-16,-3,-12,-2,-1,9
CC(=O)N=C1SC2CS(=O)(=O)CC2N1c1c(Cl)cccc1Cl (stereo unspecified),-6,1.4,-0.3,3,4,2,-13,7,3
COc1cc(Br)cc2cc(C(=O)N3CCN(c4ccccn4)CC3)c(=O)oc12,7,-4.8,0.6,-2,2,-2,-6,2,0
COc1ccc(CCN2C(=O)C3C4C=CC(C5CC45)C3C2=O)cc1OC (stereo unspecified),5,-1.7,-2.8,1,5,-11,-17,3,-12
Cc1ccc(NC(=O)c2ccc(CNS(=O)(=O)c3cccc(C(F)(F)F)c3)cc2)cc1,0,-4.0,-4.2,8,-10,-2,-8,0,10
CCC(=O)Nc1ccc(NC(=O)CSc2nc3cc4c(cc3cc2C)CCC4)cc1,5,-0.6,-1.9,-6,0,0,-13,2,14
Cn1c(=O)[nH]c(=O)c2c1nc(NCCN)n2CCOc1ccccc1,7,-0.8,0.8,5,-7,12,5,1,-3
COc1ccc(-n2c(O)c(/C=N/NS(=O)(=O)c3cc(C)ccc3C)c3ccccc3c2=O)cc1OC,-38,-3.7,-3.0,4,14,-9,2,9,3
CC(C)c1ccc(Nc2nnc(SC3CCOC3=O)s2)cc1 (stereo unspecified),0,-1.0,-2.7,0,-12,-14,2,5,-5
Cc1nc(C(F)(F)F)c(C(=O)N/N=C(\N)c2ccccn2)s1,7,-4.9,-3.1,-4,8,-5,-3,4,-52
COCCn1nnnc1SCC(=O)Nc1ccc2c(c1)OCO2,-4,-1.1,-2.8,2,-8,-2,-16,-2,20
Cc1c(NC(=O)C(C)Oc2ccccc2F)c(=O)n(-c2ccccc2)n1C (stereo unspecified),1,-0.5,-1.2,-8,-3,-9,-6,-2,24
Cc1ccc(-n2c(SCC(=O)Nc3cc(C)on3)nc3c([nH]c4ccccc43)c2=O)cc1,2,1.9,0.1,0,4,2,-10,4,23

Copied from the list.
In PfM18AAP inh, CCC(=O)Nc1ccc(NC(=O)CSc2nc3cc4c(cc3cc2C)CCC4)cc1 has the entry 0
In PfM18AAP inh, Cc1ccc(-n2c(SCC(=O)Nc3cc(C)on3)nc3c([nH]c4ccccc43)c2=O)cc1 has the entry 4

(list continues)
canonical_smiles,IDE act,VIM-2 inhibitor,IMP-1 inh,NS3 helicase inh,PfM18AAP inh,FID counter,p-CIP stab down,IDE cell inh,UBC9 SUMO inh
COc1cc(S(=O)(=O)N2CCCCCC2)ccc1Cl,-1,2.0,-0.6,-5,1,-10,-3,-3,0
CC(=O)C1=C(c2ccccc2)NC(=O)NC1c1ccccc1OCC#N (stereo unspecified),1,-1.7,-5.8,-7,-5,-4,-9,0,11
O=C(Nc1ccccc1)c1ccc(NCCc2ccccc2)c([N+](=O)[O-])c1,6,-1.3,-1.0,-3,-1,-1,-16,1,14
NC(C(=O)O)C(c1ccccc1)C(F)F (stereo unspecified),.,-2.2,-2.9,1,-3,1,6,-2,12
COc1ccc(OC)c(/C=N/NC(=O)CC2C(=O)NN=C2C)c1 (stereo unspecified),5,29*,-0.8,-11,6,-1,0,0,32
Cc1cc(C)c(S(=O)(=O)N(CC(=O)N2CCOCC2)C2CCCCC2)c(C)c1,0,-2.0,-4.9,-2,4,-33,1,8,-22
CCOC(=O)N1CCN(C(=O)C2CCC(CNS(=O)(=O)c3ccccc3)CC2)CC1 (stereo unspecified),3,0.0,0.2,-2,-6,-27,-12,-1,21
O=C(Nc1nncs1)c1cccc(S(=O)(=O)N2CCCC2)c1,5,-3.8,-2.5,-2,11,-5,-7,4,16
COc1ccc(C(O)(c2ccccc2OC)C(CN2CCOCC2)c2ccccc2)cc1 (stereo unspecified),5,-1.2,-2.5,-2,-2,-4,-1,4,-23
COc1ccc(Cl)cc1NC(=O)CCc1nnc2ccc(N3CCN(C)CC3)nn12,8,-0.8,-1.4,-9,-14,3,-29,-2,15
COc1ccc(N(CC(C)C)S(=O)(=O)c2nnc(NC(=O)CC(C)C)s2)cc1,1,-2.0,-4.8,-28,3,-25,-18,.,9
COc1ccc(N2CCN(C(=O)NC3CC(=O)N(c4ccc(OC)cc4)C3)CC2)cc1 (stereo unspecified),5,-1.4,-3.3,4,6,-22,-3,7,-17
CC(C)N(C)S(=O)(=O)c1ccc(Cl)c(C(=O)O)c1,2,-3.3,-2.6,7,0,1,-10,-1,-1
Cc1ccc(CNC(=O)/C=C/c2ccc(S(=O)(=O)N3CCOCC3)cc2)cc1,-1,-0.8,0.6,3,-6,-5,-2,-4,7
Cc1cccc(/C=N/Nc2ccc3ccccc3n2)c1,0,1.0,-1.6,-10,13,-5,-6,4,-1
Cc1cccc(NC(=O)CCCn2c(=S)[nH]c3ccccc3c2=O)c1,1,-3.8,-0.8,-11,8,-15,2,3,7
O=C(CN(c1cccc([N+](=O)[O-])c1)S(=O)(=O)c1ccccc1)NCc1cccnc1,2,0.0,-3.1,-4,-8,-6,0,-1,0
CCCc1nn2c(=O)cc(CSCC(=O)Nc3cccc(C)c3)nc2s1,-1,0.2,0.5,0,-7,-13,-15,-3,.
CCSc1nnc(NC(=O)[C@@H](NC(=O)c2ccccc2)C(C)C)s1,1,2.0,-0.5,8,-6,-14,-8,6,8
COC(CNC(=O)c1ccc(CS(=O)(=O)c2ccccc2)o1)OC,3,-2.7,-3.8,19,-2,-3,-10,2,9
CC(OC(=O)c1cc(S(=O)(=O)N(C)c2ccccc2)ccc1Cl)C(=O)Nc1ccc2c(c1)OCCO2 (stereo unspecified),1,-1.3,-2.9,-9,2,-19,2,-1,4
C/C(=N\NC(=O)c1cc(C(C)(C)C)[nH]n1)C12CC3CC(CC(C3)C1)C2,0,-3.4,-1.9,1,17,-8,-16,5,8
COc1ccc([N+](=O)[O-])cc1N(CC(=O)NC1CCCCC1)S(C)(=O)=O,-4,-1.4,-3.9,0,-12,-2,-8,5,5
CCOc1cc(/C=N/Nc2cccc(C(=O)O)c2)ccc1OCC(=O)N1CCCCC1,.,-2.4,-1.2,3,28,-33,-19,.,22
O=C(COC(=O)c1cccs1)NC1CCCCC1,4,0.7,0.1,13,-7,1,-8,2,28
COc1ccc2nc(NC(=O)C3CCCN(S(=O)(=O)c4cccc5nsnc45)C3)sc2c1 (stereo unspecified),-7,-4.2,-2.8,-8,-3,5,-4,7,-1
CCc1cc2c(SCC(=O)c3ccc(Cl)s3)ncnc2s1,0,-3.4,-3.9,-1,5,4,0,1,-12
Cc1cc(NC(=O)C2CC2)ncc1NC(=O)c1ccccn1,-6,-1.9,-2.5,3,2,-3,-8,0,16
COc1ccc(CCN=CC2=C(O)CCCC2=O)cc1OC,-3,-3.9,-3.0,6,4,-5,12,3,-9
COc1ccc(N2CCN(c3ccc(N4C(=O)CC(C)C4=O)cc3[N+](=O)[O-])CC2)cc1 (stereo unspecified),9,2.5,-1.7,-3,1,-11,-1,-1,0
Cc1ccc(-n2c(C)cc3c2CC(C)(C)CC3=O)cc1C,-4,-2.8,-4.6,4,7,-28,-4,1,6
Cc1cccc(C(=O)N[C@H](C(=O)OCC(=O)NC(=O)c2cccn2C)C(C)C)c1,-2,-5.2,-0.8,-1,4,-14,-2,1,-7
C=CCn1c(SCC(=O)Nc2nnc(C)s2)nnc1-c1cccnc1,8,-1.4,-2.5,3,-4,-8,-1,1,-11
CC(NC(=O)C(Cc1ccccc1)N1C(=O)C2C3CCC(C3)C2C1=O)c1ccccc1 (stereo unspecified),10,-1.6,-5.2,-2,-10,-17,-6,3,-25
COc1ccc(NC(=O)CN2C(=O)C(C)SC(C)C2=O)cc1 (stereo unspecified),0,-1.7,-2.3,-7,-8,-2,-7,3,-4
